# Tb PGK inh = inhibitors of T. brucei phosphoglycerate kinase; 380,000 tested, 0.043% active; P07378; Potency, µM (doses to about 57.5 µM), inactives show at the top dose activity change, negative = inhibition, usual class: inhibitors; PGK/GAPDH coupled, Kinase-Glo luminescence, 60 min; also: potency is read from the fitted curve at half-maximal effect; % is scaled to controls: 0 for no effect and ±100 for the full control effect; nearly all actives have a fitted effect of over 60% in size
#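 Recombinant glycosomal PGK reaction used 1,3-bisphosphoglycerate generated in-well by GAPDH (100nM final) in 100mM TEA pH 7.6, 5mM MgCl2, 0.01% Tween-20. After 60 minutes at room temperature, ATP was read by Kinase-Glo Plus luminescence end-point.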
# GLS inhibitor = blocks human kidney-isoform glutaminase activity | O94925 | Potency, µM (titrated, usually from 45.5 µM), inactives show top-dose activity change, negative = inhibition, usual class: inhibitors | 410,000 tested, 0.21% active | GLS enzymatic activity, qHTS titration | AID 624170; also: potency is read from the fitted curve at half-maximal effect; % is scaled to controls: 0 for no effect and ±100 for the full control effect
#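 Assay buffer: 45 mM KH2PO4 pH 8.2, 0.02% Tween-20. hKGA acts on L-glutamine (1 mM solution added); product glutamate is reported by an oxidase/peroxidase Amplex Red coupling, with fluorescence taken at baseline and 30 min.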
# JMJD2A Tudor inh = inhibitors of human JMJD2A Tudor domain | Potency, µM (titrated, usually from 114 µM), for inactives: at the top dose activity change, negative = inhibition, actives largely listed as inhibitors | 390,000 tested, 4.4% active | AlphaScreen JMJD2A-Tudor / H3K4me3 peptide binding | O75164; also: potency is read from the fitted curve at half-maximal effect; % is scaled to controls: 0 for no effect and ±100 for the full control effect; nearly all actives have a fitted effect of over 50% in size
# PI4K2A block = PI4K2A (human) kinase inhibition; Q9BTU6; purified PI4K2A, ADP-Glo luminescence, 1 h; stronger effect = lower value; activity change, negative = inhibition, % at 76.9 µM; 420,000 tested, 0.13% active; in the data active = activity change below about -50%; inconclusive = mostly about -30% to -49%;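 also: -100% = wells without enzyme as full effect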
#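 ADP-Glo luminescence measured ADP generated by PI4K2A enzyme (4 ug/mL before mixing) with 1.2 mM PI substrate (pre-mix) and 300 microM ATP (pre-mix). Tris pH7.5 buffer with MgCl2, Triton X-100; 1 h reaction at ambient temperature.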
# ERG Ets-DNA blk = ERG Ets/DNA interaction inhibition; Potency, µM (doses to about 76.9 µM), without a hit: at the highest dose FP activity, negative = inhibition, hits mostly inhibitors; P11308; 370,000 tested, 0.028% active; fluorescence polarization, His-ERG Ets domain / labelled DNA; active = well fitted inhibition curve with a large enough effect in the polarisation, with a control signal flat; inconclusive = small, poorly fitted or top-dose-only effect, or effect the other way, or a change in a side signal; inactive = no such curve, though single readings can be large or run the other way; the % refers to the polarisation;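 also: polarization taken with two DNA probes labelled with fluorescein and Texas red; potency is read from the fitted curve at half-maximal effect; % of control where 0% means no effect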
# Target sequence (P11308 whole entry, looked up, the tested form may be a part): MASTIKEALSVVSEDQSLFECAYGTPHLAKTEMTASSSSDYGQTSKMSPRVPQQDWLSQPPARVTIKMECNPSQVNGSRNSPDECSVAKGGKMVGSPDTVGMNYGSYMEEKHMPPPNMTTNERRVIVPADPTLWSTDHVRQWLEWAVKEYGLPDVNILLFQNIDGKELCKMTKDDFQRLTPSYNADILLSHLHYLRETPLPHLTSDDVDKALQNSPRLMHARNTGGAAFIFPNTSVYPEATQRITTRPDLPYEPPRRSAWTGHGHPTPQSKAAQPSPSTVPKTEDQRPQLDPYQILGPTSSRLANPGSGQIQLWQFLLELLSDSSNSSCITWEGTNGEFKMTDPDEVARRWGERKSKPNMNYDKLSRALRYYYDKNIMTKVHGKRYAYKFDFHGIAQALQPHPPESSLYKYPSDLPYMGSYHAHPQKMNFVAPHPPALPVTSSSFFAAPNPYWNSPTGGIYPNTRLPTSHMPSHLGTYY
#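 His-tagged ERG Ets domain (1 uM in the protein solution; 300mM KCl, 50mM Tris-HCl, 1mM EDTA, 1mM DTT, pH 7.5) received compound, then a probe mix of 5 nM fluorescein-DNA and 100nM Texas-615-DNA. Fluorescence polarization was read for both dyes.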
# BAZ2B block = BAZ2B (human) inhibition. AID 504333. AlphaScreen BAZ2B-H3K14Ac peptide displacement. Potency, µM (top dose mostly 114 µM), without a hit: top-dose activity change, negative = inhibition, actives largely listed as inhibitors. Q9UIF8. 360,000 tested, 4.4% active; also: potency is read from the fitted curve at half-maximal effect; % is scaled to controls: 0 for no effect and ±100 for the full control effect; nearly all actives have a fitted effect of over 60% in size
#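 In this displacement format the biotinylated H3(5-23) peptide acetylated at Lys14 serves as ligand at 50 nM, with BAZ2B at 50 nM in PBS pH 7.4 containing 0.01% Tween-20. Donor and acceptor beads are 10 ug/mL final.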
# HP1b binding inh = HP1-beta chromodomain-methylated histone interaction inhibition. Potency, µM (highest dose often 114 µM), inactives show at the top dose activity change, negative = inhibition, most hits filed as inhibitors. 390,000 tested, 0.56% active. AlphaScreen HP1-beta / biotin-H3K9me3 peptide binding. P83916; also: potency is read from the fitted curve at half-maximal effect; nearly all actives have a fitted effect of over 70% in size; inactives centre near 23
#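 Compound inhibition of the preformed complex between 50 nM HP1-beta and 50 nM biotinylated H3K9me3 peptide was read by AlphaScreen. Buffer was PBS pH 7.4 with 0.01% Tween-20. Incubations ran 30 min at room temperature, with 10 ug/mL donor/acceptor beads.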
# G9a inh = inhibitors of human histone lysine methyltransferase G9a; AID 504332; 350,000 tested, 8.8% active; Potency, µM (top dose mostly 102 µM), without a hit: at the highest dose activity, negative = inhibition, usual class: inhibitors; G9a H3K9 monomethylation, AlphaScreen, 2 h; Q96KQ7; also: potency is read from the fitted curve at half-maximal effect; % is scaled to controls: 0 for no effect and ±100 for the full control effect; nearly all actives have a fitted effect of over 75% in size
# Target sequence (Q96KQ7 913-1193 limits assumed): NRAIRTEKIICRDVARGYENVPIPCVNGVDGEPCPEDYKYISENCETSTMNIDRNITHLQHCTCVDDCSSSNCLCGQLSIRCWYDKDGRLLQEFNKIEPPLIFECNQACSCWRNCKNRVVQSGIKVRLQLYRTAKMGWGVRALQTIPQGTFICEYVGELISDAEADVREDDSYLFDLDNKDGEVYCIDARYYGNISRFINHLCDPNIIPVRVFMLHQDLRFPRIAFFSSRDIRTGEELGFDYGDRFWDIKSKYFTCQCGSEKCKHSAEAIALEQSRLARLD
#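 G9a (20 nM) was preincubated 15 min with compound, then reacted 2 h at room temperature with 500 nM biotin-H3K9 peptide and 20 µM SAM. Monomethyl-H3K9 detected by AlphaScreen using anti-H3K9me1 antibody.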
# Pin1 inh = blocks the human prolyl isomerase Pin1; Potency, µM (highest dose often 115 µM), inactives show at the highest dose activity, negative = inhibition, actives largely listed as inhibitors; AID 504891; Pin1 FP peptide displacement, HiFluor488, 10 min; Q13526; 390,000 tested, 0.009% active; active = well fitted inhibition curve with a large enough effect in the polarisation, with a control signal flat, not every such curve was filed as active; inconclusive = small, poorly fitted or top-dose-only effect, or effect the other way, or a change in a side signal; inactive = no such curve, though single readings can be large or run the other way; the % refers to the polarisation; also: potency is read from the fitted curve at half-maximal effect; % is scaled to controls: 0 for no effect and ±100 for the full control effect
# Target sequence (Q13526 whole entry, looked up): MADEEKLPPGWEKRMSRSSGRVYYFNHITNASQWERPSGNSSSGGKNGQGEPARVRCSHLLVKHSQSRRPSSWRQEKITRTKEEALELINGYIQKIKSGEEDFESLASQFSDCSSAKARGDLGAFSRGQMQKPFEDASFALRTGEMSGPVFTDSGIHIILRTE
# * hit, by the source's call; i = inactive; ? = inconclusive; / = no result given; & = joins results of further samples; [ ] = remark or other dose. Unless noted, calls follow the shape of the dose curve; as a rule, active = well fitted curve in the direction sought with a large enough effect; inconclusive = small, poorly fitted or top-dose-only effect, or another doubt; inactive = no such curve, though single readings can be large; an effect the other way counts as inactive or inconclusive. Random draw from the library; 11% or so of the library scored in one or more.
no.	canonical_smiles	Tb PGK inh	GLS inhibitor	JMJD2A Tudor inh	PI4K2A block	ERG Ets-DNA blk	BAZ2B block	HP1b binding inh	G9a inh	Pin1 inh
1	C[C@H](CO)N1C[C@H](C)[C@@H](CN(C)S(C)(=O)=O)Oc2ccc(NC(=O)Cn3cnnn3)cc2C1=O	i	-5.8%	2.7%	-7.5	8.7%	/	73.7%[activator]	/	?
2	COc1ccc(/C=C(\C#N)C(=O)N=CN(C)C)cc1	i	-9.9%	-1.0%	-1.0	0.3%	-12.9%	36.6%	?	-1.4%
3	S=c1nc(NCc2cccc(Cl)c2)c2ccccc2[nH]1	-6.5%	0.1%	0.7%	4.5	4.2%	-2.1%	56.1%[activator]	2.7%	-2.6%
4	CC(OC(=O)c1cccc(S(=O)(=O)N2CCCCC2)c1)C(=O)NC1CCCCC1C (stereo unspecified)	0.5%	-2.0%	-0.7%	2.8	-5.6%	-5.2%	30.6%	12.7%	-8.5%
5	COc1ccc(/C=C/C(=O)Oc2cc(O)cc(O)c2)cc1	2.9%	-6.6%	-3.4%	-0.4	-5.6%	?	-1.2%	?	-1.3%
6	Cc1ccc(N(C)S(=O)(=O)c2cccc(C(=O)NC3CC(C)(C)NC(C)(C)C3)c2)cc1	i	5.8%	-15.5%	-1.6	12.5%	5.3%	-8.8%	-3.8%	-0.8%
7	CC(=O)COc1ccc2c(c1C)O/C(=C\c1ccco1)C2=O	-3.5%	-21.9%	-28.1%	-13.3	14.3%	-33.7%	10.9%	28.2µM*	8.9%
8	COCCn1c(=O)[nH]c2cc(C(=O)NCc3ccccc3Cl)ccc2c1=O	5.6%	-0.4%	5.1%	-3.2	-0.3%	0.8%	21.1%	9.5%[59 µM]	-1.7%
9	C=CCNC(=O)COc1cc(C)cc(C)c1C	-3.6%	1.6%	-14.1%	-2.1	-5.0%	79.4µM*	38.6%	?	0.9%
10	COc1cccc(NC(=O)C2C3C=CC(O3)C2C(=O)O)c1 (stereo unspecified)	-7.4%	-3.1%	-5.5%	-1.4	-2.1%	-36.9%	40.8%[activator]	/	-8.1%
11	CC(C)(C)C(=O)N1CCN(CCN2C(=O)c3cccc4cccc(c34)C2=O)CC1	-0.5%	1.0%	-1.4%	0.1	3.1%	-6.6%	11.0%	/	-2.2%
12	CCN(CC)CCN1C(=O)C(=O)/C(=C(/O)c2ccc(S(=O)(=O)N3CCOCC3)cc2)C1c1ccc(Cl)cc1 (stereo unspecified)	i	1.1%	15.5%	3.7	3.8%	-1.4%	23.6%	-5.8%	1.5%
13	COc1ccc(NC(C)=O)cc1S(=O)(=O)N1CCN(C(=O)c2ccccc2F)CC1	-6.5%	1.2%	-7.8%	-3.7	-2.7%	-8.0%	20.1%	/	-0.3%
14	CC(=O)N1CCOc2ccc(S(=O)(=O)N3CCC(C(=O)Nc4ccc(C)cc4C)CC3)cc21	-0.9%	-2.4%	-16.6%	-3.0	7.2%	-20.3%	33.2%	5.9%	-10.8%
15	COc1ccc(OC)c(S(=O)(=O)N2CCCC(C(=O)NCc3ccccn3)C2)c1 (stereo unspecified)	-2.4%	-0.3%	-19.6%	-0.7	-5.3%	-7.1%	-1.7%	-2.4%	-8.9%
16	O=C(Cn1ncc(Cl)c(Cl)c1=O)NC(=O)NC1CCCCC1	-1.8%	1.6%	-25.7%	-10.9	1.4%	/	9.5%	/	2.0%
17	COc1ccc(C(=O)Nc2cc3c(cc2C(=O)O)OCCCO3)c(OC)c1	-4.9%	-6.1%	-7.7%	-0.9	6.8%	-0.3%	0.0%	18.4%[59 µM]	3.4%
18	CS(=O)(=O)c1ccc(Cl)c(NC(=O)COC(=O)CNC(=O)c2ccc3ccccc3c2)c1	-2.9%	6.1%	-11.0%	-0.2	15.1%	7.6%	17.6%	-30.4%	0.9%
19	CC(=O)c1c(C)oc2ccc(N(C(=O)Oc3ccccc3)S(=O)(=O)c3ccc(Cl)cc3)cc12	0.4%	-1.0%	-6.6%	0.2	2.7%	-6.0%	46.6%[activator]	-3.1%[59 µM]	-6.9%
20	CCN1C(=O)[C@H]2[C@@H](c3ccc(C)cc3)N3C(=O)N(c4ccccc4)C(=O)[C@@]3(Cc3ccc(Cl)cc3)[C@H]2C1=O	-5.1%	9.9%	-23.6%	1.7	-10.2%	-8.0%	12.6%	/	19.0%
21	COc1ccc(C(CNC(=O)CNC(=O)c2cccc(Cl)c2)N2CCCC2)cc1 (stereo unspecified)	11.0%	13.4%	-3.6%	1.3	/	2.9%	11.2%	1.9%[59 µM]	3.2%
22	CCc1cc2c(=O)c(-c3nc4ccccc4[nH]3)coc2cc1OC(=O)N1CCOCC1	-5.8%	-1.3%	-16.4%	2.9	0.1%	-23.1%	22.4%	0.9%[12.7 µM]	-1.2%
23	CCN(CC)C(=O)CSc1n[nH]c(=S)n1N	-1.0%	12.6%	-0.7%[11.4 µM]	-9.0	11.7%	-38.5%	1.0%	/	-6.8%
24	CN1CCN2c3ncccc3Cc3ccccc3C2C1 (stereo unspecified)	-2.3%	19.9%&34.6%	-2.9%	0.2	-2.1%	/	-2.8%	7.0%[59 µM]	1.4%
25	CN(C)Cc1c(O)ccc2oc(Cc3ccccc3)cc12	-6.0%	25.8%	-6.3%	1.3	-6.8%	12.1%	4.6%	3.7%[59 µM]	-0.3%
26	Cc1ccc(S(=O)(=O)c2ccc(NC(=O)c3c(F)cccc3F)cc2)cc1	/	1.9%	-7.0%	0.8	-0.6%	5.2%	9.7%	-9.4%[2.33 µM]	?
27	COc1ccc(/C=C/C(=O)O)cc1COc1cccc(C)c1	-6.2%	10.4%	-7.6%	-2.1	-0.4%	-0.3%	12.1%	2.8%[59 µM]	-1.9%
28	CC1CC(C)CN(CCCNC(=O)c2ccc3nc(N4CCOCC4)sc3c2)C1 (stereo unspecified)	4.1%	2.6%	-9.7%	-1.8	-1.1%	-24.9%	20.4%	5.9%	28.1%
29	Cc1csc(=Nc2c(C)n(C)n(-c3ccccc3)c2=O)n1Cc1ccccc1	0.3%	-13.7%&17.8%	-24.0%&-14.7%	3.6&0.1	-11.5%&0.6%	0.4%	13.7%&-3.3%	-17.2%	-3.4%&4.2%
30	NC(=O)CCC1NC(=S)N(Cc2ccccc2)C1=O (stereo unspecified)	-4.9%	?	-14.0%	2.0	-5.2%	-13.8%	18.7%	-26.3%	-0.1%
31	COc1ccc(/C=C(/NC(=O)c2ccco2)C(=O)NCCc2ccccc2)cc1	6.2%	-8.8%	-8.3%	2.2	-2.7%	15.5%	28.3%	18.0%	-13.1%
32	CSc1ccc(/C=C2\NC(=O)NC2=O)cc1	-4.8%	1.1%	-8.6%	0.1	-10.5%	/	31.6%	/	-1.9%
33	CCCCN(CCNP(=O)(OCC)OCC)CP(=O)(OCC)OCC	i	1.0%	1.9%	6.3	-2.5%	-2.1%[57.1 µM]	45.7%[activator]	?	0.9%
34	CCOC(=O)NC1(C(F)(F)F)NC(=O)N(c2cccc(C(F)(F)F)c2)C1=O (stereo unspecified)	i	-2.9%	0.0%	-3.7	-0.6%	-4.1%	18.4%	13.0%[59 µM]	0.2%
35	C#CCN1C(C)=CC(=O)[C@@H](O)[C@H]1c1ccccc1Br	-1.0%	1.2%	-9.4%	-2.2	1.7%	/	40.3%[activator]	/	-6.1%
36	COc1ccc(S(=O)(=O)N2CCN(C(=O)CSC(=S)N3CCCC3)CC2)cc1	-9.9%	-2.3%	-19.0%	-0.6	1.5%	0.1%	40.1%[activator]	17.8%[12.7 µM]	7.1%
37	Cc1ccc(N/N=C(/Sc2nnnn2-c2ccccc2)C(=O)c2ccccc2)cc1	i	42.9%[activator]	?	-2.1	-5.5%	?	-6.6%	9.7%[59 µM]	20.3%
38	CN(CC(=O)NCCCN1CCOCC1)S(=O)(=O)c1ccc(Cl)cc1	4.6%	7.0%	1.4%	-0.4	0.7%	/	29.9%	/	-0.4%
39	CCc1cccc(C)c1N1C(=O)CC(C)(C)CC1=O	-5.9%	-4.2%	-11.0%	3.3	8.0%	-17.3%	20.6%	-6.6%	-6.1%
40	O=C(N/N=C/c1ccc(Cl)cc1)C(=O)N1CCCCCC1	-7.5%	1.5%	-17.3%	0.2	0.4%	?	6.2%	/	0.1%
41	CC(NCc1cccnc1)c1ccccc1 (stereo unspecified)	-0.2%	3.9%	5.0%	-2.9	0.2%	4.0%	25.0%	50.0%	1.6%
42	CCn1cc(C(=O)NCCc2ccccc2)c(=O)c2cc(F)c(N3CCN(C)CC3)cc21	-0.1%	22.8%	-11.0%	-3.2	-0.6%	2.1%	21.7%	-25.9%[59 µM]	-0.9%
43	O=C(O)C1CCC(Cn2c(SCc3cc(=O)n4cc(Cl)ccc4n3)nc3ccsc3c2=O)CC1 (stereo unspecified)	-10.4%	-1.2%	-32.2%	4.6	-1.1%	-3.5%	8.4%	-3.6%[59 µM]	-2.4%
44	COc1ccc(C(=O)N/C(=C\c2ccc([N+](=O)[O-])cc2)C(=O)NC(CCSC)C(=O)O)cc1 (stereo unspecified)	1.7%	0.4%	-14.5%	-3.3	3.5%	0.9%	41.1%	50.1µM*	?
45	Cc1ccc(NC2=NCC(=O)N2CCc2ccccc2)cc1C	-7.4%	19.3%	-17.4%	-5.0	-2.0%	-4.0%	61.5%[activator]	-36.1%[12.7 µM]	-4.2%

# Bioassay records: PubChem BioAssay, National Center for Advancing Translational Sciences (NCATS)
